Screens as filed in PubChem.
S100A4 MyoIIA – blocks human S100A4 binding to myosin IIA peptide; S100A4/TAMRA-MyoIIA peptide fluorescence polarization; inhibition, % at 10.7 µM; 360,000 tested, 0.14% active;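 active = mean inhibition of at least 70% across replicates, with every replicate also reaching that level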
Target sequence (P26447 whole entry, looked up): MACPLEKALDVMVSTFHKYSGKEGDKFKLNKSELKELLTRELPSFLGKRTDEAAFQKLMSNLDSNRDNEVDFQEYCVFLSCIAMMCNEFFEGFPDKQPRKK
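Test system – S100A4 monomer (human) · Compound – single-point compound testing · Schedule – 5 min incubation before reading · Probe or stimulus – TAMRA-labelled myosin IIA heavy-chain peptide probe, 5 nM · Benchmarks – neutral control DMSO, positive control TFP · Medium – Calcium-containing HEPES buffer, pH 7.2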
FN deposit inh – fibronectin deposition inhibition | AH1F fibroblasts, Alexa488-fibronectin deposition fluorescence, overnight | inhibition, % at 12.6 µM | 350,000 tested, 0.086% active | AID 743247;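 active = mean inhibition across replicates of 30% or more, regardless of how many single replicates reach that level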;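 note: positive control wells lacked labelled fibronectin entirely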
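Material: AH1F fibroblasts assembling fluorescent fibronectin matrix; amount: 10000 AH1F cells/well; medium: DMEM, 2% serum; reagent: Alexa488-fibronectin, 24 nM final in well; dosing: single compound dose, delivered by pin transfer; incubation: 1 h adhesion, overnight exposure; detection: fluorescence after three HBSS washes, excitation 485 nm, emission 525 nm; measure: fibronectin deposition inhibition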
SIRT5 inh – sirtuin-5 (human) deacylase inhibition | Q9NXA8 | Purified SirT5, succinyl-peptide AMC, trypsin-coupled fluorescence | inhibition, % at 15 µM | 330,000 tested, 1.1% active; in the data active = inhibition above about 15%
Target sequence (Q9NXA8 whole entry, looked up): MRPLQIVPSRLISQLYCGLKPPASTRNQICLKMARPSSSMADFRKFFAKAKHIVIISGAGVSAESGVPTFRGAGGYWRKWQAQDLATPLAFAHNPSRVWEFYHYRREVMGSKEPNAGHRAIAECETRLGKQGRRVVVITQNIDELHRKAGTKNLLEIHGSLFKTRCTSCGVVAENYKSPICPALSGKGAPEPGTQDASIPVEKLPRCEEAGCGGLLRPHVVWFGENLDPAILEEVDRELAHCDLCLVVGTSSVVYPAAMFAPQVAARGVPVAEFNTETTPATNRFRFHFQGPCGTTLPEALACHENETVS
C2C12 statin – protects C2C12 myotubes from simvastatin toxicity; ATP luminescence, 48 h; scaled: DMSO 0, geranylgeraniol control 100; rescue of ATP level, % at 7.49 µM; 330,000 tested, 0.78% active; AID 602340;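 active = mean ATP rescue above about 67%, or every replicate alone reaching that limit, limit read from the data, passing the limit was not always enough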;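 note: myotubes were challenged with 10 µM simvastatin during compound exposure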
esBAF inh – inhibitors of esBAF chromatin remodeling in mouse ES cells | reporter increase, % at 12.5 µM | 350,000 tested, 2% active | Bmi1-luciferase knock-in reporter, 24 h; 100% = twice the neutral-well signal | AID 602393; in the data active = activation above about 40%;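 note: 0% = median of the plate's neutral control wells and 100% = double that signal; a rise in the Bmi1 reporter signal indicates esBAF inhibition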
LGR2 antag – blocks bursicon-induced cAMP signaling via Drosophila LGR2. HEK293 LGR2, CRE-luciferase, bursicon-stimulated, 4 h. inhibition, % at 9.99 µM. 380,000 tested, 0.35% active. AID 720647;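 active = drop in luminescence signal, shown as inhibition above about 50% in the replicate tests, limit read from the data, passing the limit was not always enough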;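 note: agonist challenge used bursicon conditioned medium at about half maximal strength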
Casp6 inh – inhibitors of human caspase-6; purified caspase-6, Z-VEID-R110 cleavage fluorescence; inhibition, % at 12.5 µM; 350,000 tested, 0.53% active; AID 686996;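 active = mean inhibition across replicates at least about 35%, with every replicate also reaching that limit, limit read from the data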;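 note: 0% = median of neutral control wells and 100% = no fluorescence left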
Target sequence (P55212 24-179 limits assumed): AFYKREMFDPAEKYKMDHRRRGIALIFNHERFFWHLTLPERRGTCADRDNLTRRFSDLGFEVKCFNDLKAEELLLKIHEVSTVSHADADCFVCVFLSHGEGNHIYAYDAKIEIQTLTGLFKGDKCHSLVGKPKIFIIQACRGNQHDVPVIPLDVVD
Target sequence (P55212 194-293 limits assumed): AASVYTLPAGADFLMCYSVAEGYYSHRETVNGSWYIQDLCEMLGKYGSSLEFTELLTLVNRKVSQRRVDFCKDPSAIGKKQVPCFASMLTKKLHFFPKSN
The depositor's hits bear a star; · = not tested or not shown. Only part of the results is shown; count on the stated rates, not on these rows.

SMILES | S100A4 MyoIIA | FN deposit inh | SIRT5 inh | C2C12 statin | esBAF inh | LGR2 antag | Casp6 inh
CN(c1ccc(C(=O)NC2CC2)cc1)S(=O)(=O)c1ccccc1 | · | 4 | · | -7 | 6 | · | ·
C[C@H](CO)N1C[C@H](C)[C@@H](CN(C)C(=O)C2CCOCC2)Oc2cc(-c3ccc(F)cc3)ccc2S1(=O)=O | 68 | 2 | 2 | -6 | -2 | 2 | 0
CCOc1cc(/C=N/NC(=O)c2ccc(O)cc2)ccc1Oc1nc(Cl)ncc1F | 7 | -5 | -3 | · | · | 28 | -5
CN1C(C(=O)NCc2cccc(C(F)(F)F)c2)CC2Cn3c(nc4ccccc43)C21 (configuration not stated) | 11 | -6 | -5 | -11 | -4 | 3 | -3
O=c1c(Cc2ccc(Cl)cc2)c(O)ccn1Cc1cccs1 | 1 | -7 | 2 | · | · | 3 | -1
O=C1c2ccccc2NC(c2ccc(O)c(O)c2)N1c1ccccc1Cl (configuration not stated) | -2 | 0 | 3 | 6 | 9 | -14 | 2
CCCNC(=O)Nc1ccc2c(c1)OC[C@H](C)N(Cc1ccccc1)C[C@H](C)[C@@H](OC)CN(C)C2=O | 22 | -10 | 3 | · | · | 0 | 0
CCC1=NN(C(=O)c2ccc(Br)cc2)C(O)(c2ccccc2)C1 (configuration not stated) | -5 | 0 | 0 | -6 | 4 | -1 | -1
CNC[C@@H]1Oc2ccc(NC(=O)Cn3cnnn3)cc2C(=O)N([C@@H](C)CO)C[C@H]1C | 8 | 6 | 1 | 6 | 1 | 1 | -7
Cc1ccc(S(=O)(=O)N[C@@H]2C=C[C@@H](CC(=O)NC3CCCCC3)O[C@H]2CO)cc1 | -1 | -2 | 7 | -3 | 1 | 3 | 2
CCC(C)(C)n1nnnc1C(C(C)C)N1CCN(C)CC1 (configuration not stated) | 3 | · | -1 | -2 | 2 | 0 | -1
CC(C)N(Cc1ccccc1)C(=O)c1ccc2nsnc2c1 | 1 | -6 | 1 | 8 | -2 | 1 | -3
CO[C@H]1CN(C)C(=O)c2ccc(NS(C)(=O)=O)cc2OC[C@H](C)N(CCC(F)(F)F)C[C@@H]1C | 2 | -9 | 0 | 3 | -5 | 2 | 0
CCCNC(=O)N1C[C@@H](O)COC[C@@H]2O[C@H](CC(=O)O)CC[C@H]21 | 4 | 1 | 1 | -18 | -2 | -6 | 1
CO[C@H]1CN(C)C(=O)c2cc(NC(C)=O)ccc2OC[C@H](C)N(C(=O)CN(C)C)C[C@@H]1C | 1 | 5 | -7 | -6 | -1 | 2 | -2
CCCNC(=O)COC(=O)c1ccc(OCC(=O)Nc2ccccc2OC)c(OC)c1 | · | -5 | · | -1 | 3 | · | ·
COc1cccc(N2C(=O)C3CCCN3C2c2ccc(Cl)cc2)c1 (configuration not stated) | -4 | -1 | 0 | -1 | -17 | 7 | -1
C[C@H](CO)N1C[C@H](C)[C@@H](CN(C)Cc2ccc(-c3ccccc3)cc2)Oc2ccc(NC(=O)CCCN(C)C)cc2CC1=O | 3 | -3 | -6 | 14 | 4 | -1 | 3
CCCCC[C@@H](C)N1C[C@H](COCc2ccccc2)Oc2cc(N3CCC[C@@H]3COC)ccc2S1(=O)=O | 1 | 8 | 0 | · | · | -1 | -2
COc1ccc(NC(=O)N(C)C[C@H]2OCCCC[C@H](C)Oc3ccc(NC(=O)c4ccccc4)cc3C(=O)N([C@H](C)CO)C[C@H]2C)cc1 | -12 | 10 | 0 | · | · | -1 | 1
CCc1nnc(NS(=O)(=O)c2ccc(NC(=O)c3cccc4ccccc34)cc2)s1 | -3 | · | -1 | 17 | 3 | 13 | 4
CCOc1c(Cl)cc(Cl)cc1CNCCNCCO | · | · | · | -3 | -8 | 1 | ·
Nc1[nH]c(C(=O)c2ccccc2)c(-c2ccccn2)c1C(=O)c1c[nH]c2ccccc12 | -3 | 7 | 3 | · | · | 9 | 2
C=CCOc1c(Br)cc(CNn2cn[nH]c2=S)cc1OC | 2 | · | 0 | 37 | 11 | 1 | 0
C=C(C)CSc1nnc(CCCCCNC(=O)OC(C)(C)C)o1 | 3 | -3 | -3 | -16 | 8 | 8 | 1
O=C(NCCc1csc(-c2cccc(F)c2)n1)c1ccco1 | 0 | -5 | -2 | -7 | 2 | 2 | ·
Cc1ccc(S(=O)(=O)N(C)C[C@@H]2Oc3ccc(N(C)C)cc3C(=O)N([C@H](C)CO)C[C@H]2C)cc1 | 3 | · | -7 | -2 | -6 | -29 | -1
O=S(=O)(c1ccc(OCC2CO2)cc1)c1ccc(OCC2CO2)cc1 (configuration not stated) | 5 | 0 | -2 | · | · | 2 | 1
CC(C)c1ccc(C(=O)COC(=O)C(O)c2ccccc2)cc1 (configuration not stated) | 1 | 0 | 1 | 0 | 13 | -45 | 4
C/C=C\C(=O)Nc1cccc(C2=NOC3(C2)C[C@@H](C(N)=O)N(C(=O)c2ccc(Cl)cc2)C3)c1 (some centres not stated) | 0 | -4 | 0 | 12 | -7 | -1 | 2
CC1(C(=O)O)CCN1C(=O)c1cccc(C(F)(F)F)c1 (configuration not stated) | -1 | · | · | 4 | -4 | -2 | -3
CCCC(C)C(=O)OCC(=O)Nc1c(Br)cc(C)cc1Br (configuration not stated) | 3 | -6 | 1 | -5 | -5 | 6 | -2
O=C1CC/C=C\C[C@@H](CC(=O)N(CCO)Cc2ccccc2)C(=O)N[C@H](Cc2c[nH]c3ccccc23)CO1 | 0 | -9 | · | -15 | 11 | -17 | 2
CCOC(=O)C1=NOC(CNC(=O)c2ccccc2Cl)C1 (configuration not stated) | 0 | · | -2 | · | · | 4 | -1

A second format for part of the listing above:
The line under a structure holds: S100A4 MyoIIA | FN deposit inh | SIRT5 inh | C2C12 statin | esBAF inh | LGR2 antag | Casp6 inh
> CO[C@H]1CN(C)C(=O)c2ccc(NS(C)(=O)=O)cc2OC[C@H](C)N(CCC(F)(F)F)C[C@@H]1C
  2 | -9 | 0 | 3 | -5 | 2 | 0
> O=c1c(Cc2ccc(Cl)cc2)c(O)ccn1Cc1cccs1
  1 | -7 | 2 | · | · | 3 | -1

16 entries from above, arranged by number of heavy atoms, smallest number first.
SMILES | S100A4 MyoIIA | FN deposit inh | SIRT5 inh | C2C12 statin | esBAF inh | LGR2 antag | Casp6 inh
CCOc1c(Cl)cc(Cl)cc1CNCCNCCO | · | · | · | -3 | -8 | 1 | ·
CC1(C(=O)O)CCN1C(=O)c1cccc(C(F)(F)F)c1 (configuration not stated) | -1 | · | · | 4 | -4 | -2 | -3
CCOC(=O)C1=NOC(CNC(=O)c2ccccc2Cl)C1 (configuration not stated) | 0 | · | -2 | · | · | 4 | -1
O=C(NCCc1csc(-c2cccc(F)c2)n1)c1ccco1 | 0 | -5 | -2 | -7 | 2 | 2 | ·
CC(C)c1ccc(C(=O)COC(=O)C(O)c2ccccc2)cc1 (configuration not stated) | 1 | 0 | 1 | 0 | 13 | -45 | 4
COc1cccc(N2C(=O)C3CCCN3C2c2ccc(Cl)cc2)c1 (configuration not stated) | -4 | -1 | 0 | -1 | -17 | 7 | -1
O=S(=O)(c1ccc(OCC2CO2)cc1)c1ccc(OCC2CO2)cc1 (configuration not stated) | 5 | 0 | -2 | · | · | 2 | 1
CCc1nnc(NS(=O)(=O)c2ccc(NC(=O)c3cccc4ccccc34)cc2)s1 | -3 | · | -1 | 17 | 3 | 13 | 4
Nc1[nH]c(C(=O)c2ccccc2)c(-c2ccccn2)c1C(=O)c1c[nH]c2ccccc12 | -3 | 7 | 3 | · | · | 9 | 2
CO[C@H]1CN(C)C(=O)c2cc(NC(C)=O)ccc2OC[C@H](C)N(C(=O)CN(C)C)C[C@@H]1C | 1 | 5 | -7 | -6 | -1 | 2 | -2
C/C=C\C(=O)Nc1cccc(C2=NOC3(C2)C[C@@H](C(N)=O)N(C(=O)c2ccc(Cl)cc2)C3)c1 (some centres not stated) | 0 | -4 | 0 | 12 | -7 | -1 | 2
Cc1ccc(S(=O)(=O)N(C)C[C@@H]2Oc3ccc(N(C)C)cc3C(=O)N([C@H](C)CO)C[C@H]2C)cc1 | 3 | · | -7 | -2 | -6 | -29 | -1
CCCCC[C@@H](C)N1C[C@H](COCc2ccccc2)Oc2cc(N3CCC[C@@H]3COC)ccc2S1(=O)=O | 1 | 8 | 0 | · | · | -1 | -2
O=C1CC/C=C\C[C@@H](CC(=O)N(CCO)Cc2ccccc2)C(=O)N[C@H](Cc2c[nH]c3ccccc23)CO1 | 0 | -9 | · | -15 | 11 | -17 | 2
C[C@H](CO)N1C[C@H](C)[C@@H](CN(C)Cc2ccc(-c3ccccc3)cc2)Oc2ccc(NC(=O)CCCN(C)C)cc2CC1=O | 3 | -3 | -6 | 14 | 4 | -1 | 3
COc1ccc(NC(=O)N(C)C[C@H]2OCCCC[C@H](C)Oc3ccc(NC(=O)c4ccccc4)cc3C(=O)N([C@H](C)CO)C[C@H]2C)cc1 | -12 | 10 | 0 | · | · | -1 | 1
